Assay outcomes from PubChem BioAssay.
KCNK3 block – human KCNK3 channel inhibition, primary screen | 340,000 tested, 0.84% active | CHO-KCNK3 thallium flux, FluxOR fluorescence; hits give low values | B-score at 10 µM | AID 602410 | O14649;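 active = B-score under library mean minus 4 SD, starting fluorescence ratio at most library mean plus 5 SD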;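 also: more negative B-score means stronger inhibition of thallium flux through KCNK3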
Target sequence (O14649 whole entry, looked up): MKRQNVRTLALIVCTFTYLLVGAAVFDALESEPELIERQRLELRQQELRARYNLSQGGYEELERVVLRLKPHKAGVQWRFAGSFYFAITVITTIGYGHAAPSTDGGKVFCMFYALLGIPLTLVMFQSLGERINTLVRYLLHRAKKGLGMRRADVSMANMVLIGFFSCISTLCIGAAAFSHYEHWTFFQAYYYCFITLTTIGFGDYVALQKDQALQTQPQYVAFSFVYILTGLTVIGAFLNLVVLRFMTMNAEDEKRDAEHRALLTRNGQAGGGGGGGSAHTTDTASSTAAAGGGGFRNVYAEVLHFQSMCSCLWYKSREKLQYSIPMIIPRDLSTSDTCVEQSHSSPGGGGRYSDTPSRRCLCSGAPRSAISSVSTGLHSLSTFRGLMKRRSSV
Dyrk1A ADPGlo – inhibitors of rat Dyrk1A kinase; Q63470; ADP-Glo luminescence, NFATc1 peptide; inhibition, % at 12.5 µM; 310,000 tested, 0.43% active; AID 504441; in the data active = inhibition above about 50%;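 also: plate controls were vehicle with enzyme for no effect and no enzyme for full effect; many of its hits are not listed in these tables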
GSK3B inh – human GSK3beta kinase inhibition | GST-GSK3beta kinase, ADP-Glo luminescence, 60 min; hits give low values | activity score (negative = inhibition), % at 10 µM | 300,000 tested, 0.038% active | AID 2097;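 active = more than half of replicate wells score below -50%, meaning over 50% inhibition versus plate controls; inconclusive = some replicates but at most half score below -50%; inactive = no replicate scores below -50%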;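 also: 0% = median DMSO wells and -100% = median GW8510 positive control wells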
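Assay system: GST-fused GSK3beta enzyme, cell-free / Medium: Tris pH 7.5 buffer with MgCl2, DTT, BSA, heparin / Also added: peptide substrate plus 25 µM ATP (final) / Compound: 10 µM single point / Timing: kinase reaction with compound 60 min at room temperature / Detection: ADP-Glo luminescence / Benchmarks: DMSO neutral wells and GW8510 at 20 µM as positive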
hERG protect – hERG (human) protection from proarrhythmic block | activation (rescue from dofetilide block), less the hit threshold, % at 10 µM | 310,000 tested, 0.51% active | CHO-hERG, FluxOR thallium flux, dofetilide IC70 present | Q12809 | AID 1511;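 active = activation above the mean of controls blocked by dofetilide plus 5 SD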;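 also: thallium influx through hERG after potassium depolarization seen as dye fluorescence rise; in these data hits start at about 4.7%; inactives centre near -7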
GSK3A inh – inhibitors of human GSK-3 alpha kinase. P49840. ADP-Glo luminescence, 60 min. inhibition, % at 10 µM. 320,000 tested, 0.1% active. AID 2650;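 in the data active = inhibition above about 50%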;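 also: GST-tagged GSK-3 alpha with peptide substrate and 25 µM ATP; 0% = DMSO neutral wells and 100% = GW8510 positive control wells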
HDAC3 inhib – human HDAC3 inhibition; recombinant HDAC3, fluorogenic peptide/trypsin coupled, fluorescence; inhibition, % at 8.3 µM; 320,000 tested, 0.15% active; in the data active = inhibition above about 26%, passing the limit was not always enough; inconclusive = no clear call, values can overlap the other calls
Target sequence (O15379 whole entry, looked up): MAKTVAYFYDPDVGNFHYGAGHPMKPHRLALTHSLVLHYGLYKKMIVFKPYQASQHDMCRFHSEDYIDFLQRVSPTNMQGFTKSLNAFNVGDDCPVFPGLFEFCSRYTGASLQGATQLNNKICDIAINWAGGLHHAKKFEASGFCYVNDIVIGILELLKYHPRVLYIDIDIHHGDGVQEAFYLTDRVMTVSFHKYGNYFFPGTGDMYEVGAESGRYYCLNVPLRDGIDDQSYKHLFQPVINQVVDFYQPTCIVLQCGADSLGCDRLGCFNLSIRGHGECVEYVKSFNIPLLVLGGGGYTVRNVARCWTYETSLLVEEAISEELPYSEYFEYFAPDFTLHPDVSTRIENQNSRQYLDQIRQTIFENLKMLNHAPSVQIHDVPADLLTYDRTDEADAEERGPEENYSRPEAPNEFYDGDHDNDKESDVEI
KCNQ1 act – potentiates or activates the human KCNQ1 potassium channel. P51787. CHO-K1 KCNQ1, thallium flux FluxOR fluorescence; hits give high values. B-score at 10 µM. 310,000 tested, 0.35% active. AID 2648;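 active = fluorescence ratio B-score, a plate-corrected score, at least three library SD, with initial intensity B-score within 5 SD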
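Assay system: CHO-K1 cells stably expressing KCNQ1. Medium: assay buffer for compound exposure, DMSO matched across wells. Timing: 37 °C overnight plating, 90-min dark dye load, 20-min compound pretreatment. Signal: kinetic FluxOR fluorescence, 10 s baseline plus 110 s post-stimulus.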
PolyA inh – inhibitors of polyadenylation in S. cerevisiae | S. cerevisiae SKY197-pL101 polyadenylation reporter, beta-gal luminescence; efflux-impaired pdr1/pdr3 knockout yeast; score 100 = 6 SD above DMSO | calls only at 12 µM | 300,000 tested, 0.02% active | AID 1875;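 active = lowest replicate activity score at least 50, where 100 means six control SD above control mean; inconclusive = lowest score under 50 but half or more replicates reach 50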;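 also: yeast exposed to compound for 9 h at 30 °C; higher score means more reporter readthrough which indicates perturbed polyadenylation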
KCNQ1 block – inhibitors of human KCNQ1 potassium channel | B-score at 10 µM | P51787 | CHO-K1 KCNQ1, FluxOR thallium flux fluorescence; hits give high values | 310,000 tested, 1.3% active;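 active = compounds whose thallium flux B-score, printed positive for inhibition, exceeds three library SD while starting fluorescence stays within three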;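 also: channel opened by potassium depolarization with thallium stimulus after 20 min compound exposure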
KCNK9 inh – human KCNK9 channel inhibition; Q9NPC2; HEK293 KCNK9, FluxOR thallium flux fluorescence; hits give low values; B-score at 10 µM; AID 488922; 310,000 tested, 1.2% active;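 active = ratio B-score over 3 SD below the library mean, with starting fluorescence within 5 SD of its mean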;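 also: negative B-score means less thallium flux so channel inhibition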
RGS4 pot – potentiators or activators of RGS4; HEK293 M3R/inducible RGS4, carbachol calcium flux Fluo4; hits give low values; B-score at 10 µM; 310,000 tested, 0.92% active; AID 463111;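 active = B-score of the integrated calcium signal more than 4 SD below the library mean, with starting fluorescence not abnormally high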;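 also: negative B-score means reduced calcium response which marks RGS4 activation or potentiation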
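Material: Inducible-RGS4 HEK293 cells carrying M3 receptor; also added: carbachol at ECmax as muscarinic agonist stimulus; incubation: compound preincubation 20 min at room temperature before agonist; signal: Fluo4-AM (2 µM) calcium-flux fluorescence, kinetic read; measure: integrated calcium ratio converted to B score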
* marks the source's active call; other numbers are inactive results; i = inactive; ? = inconclusive; . = not tested or not shown; & = joins results of further samples. Not all compounds are listed; the hit share may differ from the screen's.

SMILES | RGS4 pot | PolyA inh | KCNQ1 act | GSK3B inh | Dyrk1A ADPGlo | KCNQ1 block | KCNK9 inh | HDAC3 inhib | hERG protect | KCNK3 block | GSK3A inh
CSCCC(NC(=O)c1cc(C(C)(C)C)oc1C)C(=O)O (centres undefined) | i | i | i | -4 | 1 | i | i | 1 | -3 | i | -5
COc1ccc(-n2ccnc2SCC(=O)Nc2cc(C)on2)cc1 | i | i | i | -2 | 0 | i | i | -5 | -7 | i | 0
CCOc1ccc(NC2OC(CO)C(O)C(O)C2O)c([N+](=O)[O-])c1 (centres undefined) | i | i | i | 3 | 1 | i | i | -5 | -10 | i | 0
Cc1c(C(=O)N(C)C)sc(NC(=O)c2cccc([N+](=O)[O-])c2)c1C#N | i | i | i | -1 | 0 | i | i | 7 | -9 | i | -5
CCN(CC)S(=O)(=O)c1ccc2oc(SCC(=O)Nc3cc(C)on3)nc2c1 | i | i | i | 5 | -1 | i | i | 2 | -10 | i | 1
CN(C)S(=O)(=O)c1cccc(NC(=O)CO/N=C(\N)c2ccccc2)c1 | i | i | i | -4 | 2 | i | i | -3 | -14 | i | 1
CCOC(=O)c1c(C)nc2sc3c(=O)n(-c4ccc(C(C)=O)cc4)nnc3c2c1-c1ccc(OC)cc1 | i | i | i | 1 | 1 | i | i | 2 | -12 | i | .
O=C(O)c1ccc(CS(=O)(=O)Cc2ccccc2F)o1 | i | i | i | -23 | 0 | i | i | -2 | -13 | i | -3
CN(Cc1ccccc1)Cc1nc2c(c(=O)n(C)c(=O)n2C)n1Cc1ccc(Cl)cc1 | i | i | i | 2 | -7 | i | i | 4 | -4 | i | 0
Cc1c(O[C@@H]2O[C@H](CO)[C@@H](O)[C@H](O)[C@H]2O)ccc2c1oc(=O)c1ccccc12 | i | i | i | 1 | 38 | i | i | -98 | -4 | i | 1
Nc1[nH]c(=O)[nH]c(=O)c1N=Nc1cccc(Cl)c1 | i | i | i | -1 | 0 | i | i | -2 | -2 | i | 4
O=C(Cc1ccc(Cl)cc1)N/N=C/c1cccc(O)c1 | i | i | i | -1 | 12 | i | i | -7 | -3 | i | 13
O=C(O)c1ccc(NC(=S)NC(=O)C(c2ccccc2)c2ccccc2)cc1 | i | i | i | -3 | 8 | i | i | 7 | -17 | i | -3
COc1ccc(OC)c(NC(=O)c2cc3n(n2)C(C(F)(F)F)CC(c2ccc4c(c2)OCO4)N3)c1 (centres undefined) | i | i | i | 1 | 1 | i | i | 0 | -5 | i | -1
O=C(CN1CCN(c2ccc(F)cc2)CC1)c1cccs1 | i | i | i | 1 | 4 | i | i | 7 | -15 | i | 0
COc1ccc(N(CCC(=O)Nc2ccccc2F)S(=O)(=O)c2ccc(C)cc2C)cc1 | i | i | i | -1 | -10 | i | i | . | -5 | i | .
CN(c1cccc(NC(=O)c2ccc(Cl)c(S(=O)(=O)N3CCOCC3)c2)c1)S(C)(=O)=O | i | i | i | -1 | -4 | i | i | -4 | -5 | i | 0
CCN(CC)C(=O)c1sc(NC(=S)N2CCN(C(=O)C3CCCO3)CC2)c(C(=O)OC)c1C (centres undefined) | i | . | i | -4 | -1 | i | i | 5 | -10 | i | -1
CC(=O)CSc1ncnc2c1oc1ccccc12 | i | i | i | -2 | -2 | i | i | 2 | -4 | i | 2
CCOC(=O)C1CCN(C(=O)C2CCN(S(=O)(=O)N3CCCC3)CC2)CC1 | i | i | i | 2 | 3 | i | i | -6 | -7 | i | -2
CCN(CC)c1nc2nonc2nc1N(CC)CC | i | i | i | -1 | 0 | i | i | 3 | -3 | i | 4
CC(=O)NC1(C(Cl)(Cl)Cl)Oc2ccccc2O1 | i | i | i | 3 | -1 | i | i | 9 | -4 | i | -1
CCOC(=O)C(NC(=O)Nc1ccc(Cl)cn1)(Oc1ccccc1)C(F)(F)F (centres undefined) | i | i | i | -2 | 4 | i | i | ? | -8 | i | -4
O=S(=O)(c1cccs1)N1CN(Cc2cccs2)c2nc3ccccc3nc21 | i | i | i | 1 | 34 | i | i | 2 | -10 | i | .
CCC1(C)OC(=O)NN(c2ccc(C)cc2)C1(C)O (centres undefined) | i | i | i | -8 | -7 | i | i | -2 | -6 | i | 0
NC(=O)CSc1nnc(COc2ccccc2)n1N | i | i | i | 1 | -8 | i | i | -5 | -3 | i | -2
Cc1ccc(S(=O)(=O)Nc2ccc(Cl)cn2)cc1 | i | i | i | 1 | 2 | i | i | 6 | -14 | i | -2
Nc1cccc(/C=C/c2ccncc2)c1 | i | i | i | 0 | 1 | i | i | -5 | -3 | i | 0
O=C(COc1ccc(S(=O)(=O)N2CCCC2)cc1)N1CCCC1 | i | i | i | -4 | -6 | i | i | -2 | -6 | i | 2
CCc1cccc(NC(=O)CC2Oc3ccccc3NC2=O)c1 (centres undefined) | i | i | i | 0 | -2 | i | i | 3 | -4 | i | -5
O=c1[nH]c(=S)[nH]c2nc(-c3cccs3)cc(C(F)(F)F)c12 | i | i | i | 1 | 3 | i | i | 6 | -6 | i | 0
Cc1cccc(OCCn2cnc(Cl)c2Cl)c1 | i | i | i | 2 | -2 | i | i | . | -14 | i | -6
COc1ccc2sc(N(CCCN(C)C)C(=O)c3ccc(S(=O)(=O)N4CCCc5ccccc54)cc3)nc2c1 | -9.5* | i | i | 1 | 5 | i | i | 0 | -22 | i | 2
O=[N+]([O-])c1ccccc1CCc1cnc(Cl)s1 | i | i | i | 0 | -1 | i | i | 2 | -7 | i | 2
COCCCN1C(=O)CC(C(=O)OC)=C1C | i | i | i | 4 | 3 | i | i | -3 | -17 | i | 0
COn1c(C)c(C(C)=O)c2c3nonc3ccc21 | i | i | i | -1 | 13 | i | i | 1 | -16 | i | -1
COc1ccc(C)cc1N(CC(=O)N/N=C/c1ccc2c(c1)OCO2)S(C)(=O)=O | i | i | i | 3 | . | i | i | 5 | -14 | i | 0
C=C(C)c1cccc(C(C)(C)NC(=O)N2CCN(c3ccc(OC)cc3)CC2)c1 | i | i | i | 2 | -4 | i | i | -2 | -8 | i | 9
O=C(COC(=O)/C=C/c1ccco1)Nc1ccc(F)cc1Cl | i | i | i | 1 | -3 | i | i | 9 | -6 | i | 0
Cc1ccc(C)c(S(=O)(=O)N2CCCC2CNC(=O)C(=O)NCc2ccco2)c1 (centres undefined) | i | i | i | -1 | -8 | i | i | 5 | -20 | i | -2
O=[N+]([O-])c1ccc(-c2ccc(/C=N/Nc3nc(NCc4ccccc4)nc(N4CCOCC4)n3)o2)cc1 | i | i | i | 3 | 1 | i | i | 4 | -10 | i | -1
Cn1nc(-c2ccccc2)c(C#N)c1Sc1cccc(Cl)c1 | -7.3* | i | i | -4 | 1 | i | -11* | 3 | -10 | -9.1* | 3
COc1cc(CNC(=O)CCn2nc(C)c3c(C)n(-c4ccccc4)nc3c2=O)cc(OC)c1OC | i | i | i | 2 | 5 | i | i | -1 | -14 | i | -2
CC1CCN(C(=O)CCCC(=O)O)CC1 | i | i | i | 3 | -11 | i | i | -10 | -3 | i | -2
O=C1C2C3c4ccccc4C(c4ccccc43)C2C(=O)N1c1cccnc1 (centres undefined) | i | i | i | -2 | 1 | i | i | -1 | -7 | i | -2
Cc1cc(C)cc(NC(=O)CN(C)S(=O)(=O)c2cnc[nH]2)c1 | i | i | i | 1 | 12 | i | i | -4 | -7 | i | -3
COCCN(C(=O)COC(=O)c1nc(Cl)ccc1Cl)c1c(N)n(Cc2ccccc2)c(=O)[nH]c1=O | i | i | i | 0 | -8 | i | i | -1 | -10 | i | 1
CCOC(=O)N1CC(=O)Nc2ccc(Br)cc2C1c1ccccc1 (centres undefined) | i | i | i | 1 | 3 | i | i | -2 | -11 | i | -4
C=C(C)c1cccc(C(C)(C)NC(=O)N2CCN(C)CC2)c1 | i | i | i | -2 | -3 | i | i | 3 | -5 | i | -2
O=S(=O)(NCCOCCNS(=O)(=O)c1ccccc1)c1ccccc1 | i | i | i | 1 | 4 | i | i | 0 | -6 | i | -2
O=C(CN1C(=O)/C(=C\c2cccc(Cl)c2)Oc2ccccc21)N1CCN(c2ccccn2)CC1 | i | i | i | 4 | . | i | i | -15 | -10 | . | .
Cc1c(C(=O)NCCc2ccc(Cl)cc2)sc2nc3n(c(=O)c12)CCC3 | i | i | i | 1 | -1 | i | i | -8 | -7 | i | -4
COc1ccc(NC(=O)[C@@H](NC(=O)c2ccccc2)C(C)C)cc1S(=O)(=O)N1CCCCC1 | i | i | i | 1 | 0 | i | i | 7 | -9 | i | 0
O=C(O)c1ccc(N(Cc2ccccc2)S(=O)(=O)c2ccccc2)cc1 | i | i | i | -1&1 | -2 | i | i | 2&-13 | -7&-3 | i | -3&-3
CC(=O)Nc1ccc(S(=O)(=O)Nc2ccccc2C(=O)N2CCCC2)cc1 | i | i | i | -1 | -11 | i | i | 2 | -9 | i | -2
CN(Cc1cnn(C)c1)C(=O)C1CCC(=O)N(Cc2cccc(F)c2)C1 (centres undefined) | i | i | i | 3 | 0 | i | i | -2 | -10 | i | -1
CC(=O)Nc1ccc(S(=O)(=O)NC2C3(C)CCC(C3)C2(C)C)cc1 (centres undefined) | i | i | i | 6 | 0 | i | i | 0 | -6 | i | 6
Cn1c(=O)c2c(SCc3cccnc3)nc(CC(C)(C)C)nc2n(C)c1=O | i | i | i | -1 | 0 | i | i | -1 | -10 | i | 2
CCC(=O)c1ccc(OCC(=O)OCC(=O)NCC2CCCO2)cc1 (centres undefined) | i | i | i | 2 | . | i | i | 1 | -7 | i | -2
O=C(CSc1ccc2ccccc2c1)NC1CCCc2ccccc21 (centres undefined) | i | i | i | 1 | -2 | i | i | 0 | -12 | i | -3

The list continues:
SMILES | RGS4 pot | PolyA inh | KCNQ1 act | GSK3B inh | Dyrk1A ADPGlo | KCNQ1 block | KCNK9 inh | HDAC3 inhib | hERG protect | KCNK3 block | GSK3A inh
NC(=O)C1(N2CCCCC2)CCN(C(=S)NCCc2ccccc2)CC1 | i | i | i | 1 | 3 | i | i | -2 | -6 | i | -1
O=C(NCc1ccco1)c1ccc(Br)c(S(=O)(=O)N2CCCCC2)c1 | i | i | i | 9 | 9 | i | i | 2 | -3 | i | 0
CCC(=O)Nc1ccc(C(=O)CSc2nnc(-c3ccccc3F)n2C2CC2)cc1 | i | i | i | 2 | -5 | i | i | 2 | -2 | i | -1
CC(=O)CCc1c(C)c2cccc(C)c2[nH]c1=O | i | i | i | 3 | . | i | i | 4 | -2 | i | -1
